High-throughput results deposited in PubChem by National Center for Advancing Translational Sciences (NCATS).
Glioma ERSR ind: induces the endoplasmic reticulum stress response in human glioma cells; actives 0.02% (n = 420,000); Potency, µM, for inactives: at the top dose activation, actives largely listed as activators; AID 602332; U87-MG GRP78 promoter luciferase reporter, 16 h; also: series mostly up to about 76 µM; % of control where 0% means no effect; nearly all actives have a fitted effect of over 35% in size
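Stably transfected U87-MG glioma cells carrying a GRP78-based luciferase sensor; 16 h compound incubation. Luminescence end-point read 10 min after Bright-Glo addition at room temperature.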
12-LOX inh: ALOX12 (human) lipoxygenase inhibition; actives 1.1% (n = 580,000); Potency, µM (doses to about 108 µM), inactives show top-dose activity change, negative = inhibition, hits mostly inhibitors; purified 12hLO, xylenol orange hydroperoxide absorbance; also: % is scaled to controls: 0 for no effect and ±100 for the full control effect
Target sequence (P18054 whole entry, looked up): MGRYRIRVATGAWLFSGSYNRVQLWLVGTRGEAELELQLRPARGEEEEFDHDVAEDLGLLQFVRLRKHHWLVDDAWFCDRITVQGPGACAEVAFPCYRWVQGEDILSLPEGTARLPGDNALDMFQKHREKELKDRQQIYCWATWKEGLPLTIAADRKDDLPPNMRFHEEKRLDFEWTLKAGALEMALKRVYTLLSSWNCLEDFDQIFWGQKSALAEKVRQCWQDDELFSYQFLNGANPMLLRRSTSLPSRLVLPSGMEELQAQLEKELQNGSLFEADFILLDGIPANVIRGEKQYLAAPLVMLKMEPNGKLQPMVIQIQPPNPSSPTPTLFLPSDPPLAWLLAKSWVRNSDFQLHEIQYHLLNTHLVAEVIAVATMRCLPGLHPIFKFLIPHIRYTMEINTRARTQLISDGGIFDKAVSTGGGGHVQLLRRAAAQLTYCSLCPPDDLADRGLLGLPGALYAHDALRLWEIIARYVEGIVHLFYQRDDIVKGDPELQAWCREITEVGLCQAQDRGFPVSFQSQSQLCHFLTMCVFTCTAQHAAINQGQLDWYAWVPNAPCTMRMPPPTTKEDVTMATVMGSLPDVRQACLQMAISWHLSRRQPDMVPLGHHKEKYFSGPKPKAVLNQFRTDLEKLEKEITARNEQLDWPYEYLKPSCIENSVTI
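Hydroperoxide product was detected by ferrous iron/xylenol orange as the 573 to 405 nm absorbance ratio. Arachidonic acid at 40 uM (final) was turned over for 30 min at room temperature by 150 nM human 12hLO, pH 7.0 Hepes buffer, after 15 min compound preincubation.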
Vif-APOBEC3G blk: Vif-A3G binding inhibition; Q9HC16; Potency, µM (top dose mostly 46.1 µM), inactives show top-dose activity, negative = active, most hits filed as inhibitors; AID 602310; HeLa A3G-eYFP + Vif (tagged APOBEC3G with the HIV-1 protein that degrades it), YFP fluorescence, overnight; actives 0.076% (n = 410,000);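 also: % is scaled to controls: 0 for no effect and ±100 for the full control effect; nearly all actives have a fitted effect of over 60% in size; hits raise eYFP signal because A3G escapes Vif-driven loss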
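Read-out is eYFP fluorescence (Ex 488/Em 500-530) from Vif-expressing HeLa A3G-eYFP cells; more signal means A3G escaped Vif-mediated degradation. Cells plated overnight, compound pinned in, incubated overnight at 37 deg C.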
RGS4 inhibitor: inhibitors of human regulator of G protein signaling 4 | Transcreener GDP fluorescence polarization, RGS4-accelerated GTP hydrolysis | Potency, µM (doses to about 114 µM), for the others: at the top dose activity change, negative = inhibition, most hits filed as inhibitors | actives 0.039% (n = 390,000) | AID 504845; also: % is scaled to controls: 0 for no effect and ±100 for the full control effect; nearly all actives have a fitted effect of over 75% in size; some results filed as inactive show a strong effect at the top dose
Target sequence (P49798 whole entry, looked up): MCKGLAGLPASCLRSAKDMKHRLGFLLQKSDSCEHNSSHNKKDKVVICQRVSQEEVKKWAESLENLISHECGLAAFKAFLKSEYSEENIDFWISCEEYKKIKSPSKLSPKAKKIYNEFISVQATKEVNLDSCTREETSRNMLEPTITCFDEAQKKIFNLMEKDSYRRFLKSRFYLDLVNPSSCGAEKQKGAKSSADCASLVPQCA
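MLSMR compounds (23 nl, pin-transferred) preincubated 10 min at room temperature with a 500nM (2x) first reagent, then RGS4 at 900nM (2x) plus Transcreener GDP mix added; fluorescence polarization (620/688 nm) read before and after 90 min at 30 °C.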
* hit, by the source's call; ? = inconclusive; . = no result given; [ ] = dose if it differs, or a comment. Calls follow the shape of the dose curve; as a rule, active = well fitted curve in the direction sought with a large enough effect; inconclusive = small, poorly fitted or top-dose-only effect, or another doubt; inactive = no such curve, though single readings can be large; an effect the other way counts as inactive or inconclusive. Potency is read from the fitted curve at half-maximal effect.

Assay codes – A = Glioma ERSR ind; B = 12-LOX inh; C = Vif-APOBEC3G blk; D = RGS4 inhibitor
1) Cc1noc(C)c1[S+](=O)([O-])N1CCCC2(CC(c3cccc(C(F)(F)F)c3)=NO2)C1 (stereo unspecified)
  A: . | B: 39%[activator] | C: . | D: .
2) CN(C)c1cccc(-c2nc(N3CCOCC3)cc3c2CN(Cc2cnn(C)c2)C3=O)c1
  A: . | B: 15%[176 µM] | C: . | D: .
3) O=C(O)Cc1cccn1-c1cccc(Cl)c1
  A: . | B: ? | C: . | D: .
4) CN1CCN(Cc2nc(C3(O)CCN(CC4CCCCC4)CC3)cs2)CC1
  A: . | B: 3%[176 µM] | C: . | D: .
5) CC(c1ccc(F)cc1)N1Cc2cc(NC(=O)COc3ccccc3)ccc2OCC1=O (stereo unspecified)
  A: . | B: 7% | C: . | D: .
6) CCOCc1nc(C2CCCN(C(=O)c3cccnc3)C2)no1 (stereo unspecified)
  A: . | B: 22% | C: . | D: .
7) CN1C(=O)CS(=O)(=O)C12CCN(C(=O)c1cc(F)ccc1F)CC2
  A: . | B: 26% | C: . | D: .
8) O=C(c1ccncc1)N1CC[C@](O)(c2ccccc2)[C@H](N2CCCC2)C1
  A: . | B: 193%[activator] | C: . | D: .
9) Cc1ccc(NC(=O)c2ccc(CN3C(=O)NC4(CCOCC4)C3=O)cc2)cc1
  A: . | B: 20% | C: . | D: .
10) O=C1NCc2ccccc2CC12CCN(Cc1ccccc1)CC2
  A: . | B: -2%[6.33 µM] | C: . | D: .
11) O=C(c1n[nH]c(=O)c2ccccc12)N1CCCC1c1nc(CCOc2ccc(F)cc2)no1 (stereo unspecified)
  A: . | B: 18% | C: . | D: .
12) O=C(NCc1ccnc2[nH]ccc12)c1ccccc1Cl
  A: . | B: ? | C: . | D: .
13) CCOCCCNC(=O)N1CCC(N2CC3CC(C2)[C@H]2CCCC(=O)N2C3)CC1 (stereo partly specified)
  A: . | B: 0% | C: . | D: .
14) O=C(c1cccc(F)c1)N1CCC(N2C(=O)C(O)C23CCCCC3)CC1 (stereo unspecified)
  A: . | B: 44%[activator] | C: . | D: .
15) COc1cccc(NC(=O)c2cnc3n2CCN(Cc2ccccc2)CC3)c1
  A: . | B: 52%[activator][176 µM] | C: . | D: .
16) O=C1CCN(C(=O)c2ccsc2)CCCC(c2nc(-c3cnccn3)no2)CCN1 (stereo unspecified)
  A: . | B: 44% | C: . | D: .
17) N#Cc1cccc(C(=O)N2CCCOCCNC(=O)[C@@H]3CCCC[C@@H]32)c1
  A: . | B: 19% | C: . | D: .
18) Clc1ccc(-c2ccc(CN3CC[C@H]4CC[C@@H](C3)N4)o2)cc1
  A: . | B: 38%[activator] | C: . | D: .
19) Cc1ccc(NC(=O)Cn2c(C)cc3nc4n(c(=O)c32)CCCCC4)c(C)c1
  A: . | B: 14% | C: . | D: .
20) Cc1ccc(NC(=O)N(C)CC2CCOC2)c(Cl)c1 (stereo unspecified)
  A: . | B: 12% | C: . | D: .

7 of the entries above in order of the 12-LOX inh value, falling.
Assay codes – A = Glioma ERSR ind; B = 12-LOX inh; C = Vif-APOBEC3G blk; D = RGS4 inhibitor
6) CCOCc1nc(C2CCCN(C(=O)c3cccnc3)C2)no1 (stereo unspecified)
  A: . | B: 22% | C: . | D: .
9) Cc1ccc(NC(=O)c2ccc(CN3C(=O)NC4(CCOCC4)C3=O)cc2)cc1
  A: . | B: 20% | C: . | D: .
17) N#Cc1cccc(C(=O)N2CCCOCCNC(=O)[C@@H]3CCCC[C@@H]32)c1
  A: . | B: 19% | C: . | D: .
11) O=C(c1n[nH]c(=O)c2ccccc12)N1CCCC1c1nc(CCOc2ccc(F)cc2)no1 (stereo unspecified)
  A: . | B: 18% | C: . | D: .
19) Cc1ccc(NC(=O)Cn2c(C)cc3nc4n(c(=O)c32)CCCCC4)c(C)c1
  A: . | B: 14% | C: . | D: .
5) CC(c1ccc(F)cc1)N1Cc2cc(NC(=O)COc3ccccc3)ccc2OCC1=O (stereo unspecified)
  A: . | B: 7% | C: . | D: .
13) CCOCCCNC(=O)N1CCC(N2CC3CC(C2)[C@H]2CCCC(=O)N2C3)CC1 (stereo partly specified)
  A: . | B: 0% | C: . | D: .

(continued)
Assay codes – A = Glioma ERSR ind; B = 12-LOX inh; C = Vif-APOBEC3G blk; D = RGS4 inhibitor
21) CCCc1noc(-c2cccn3c(CNC(=O)COc4cccc(C)c4)nnc23)n1
  A: . | B: 58%[activator] | C: . | D: .
22) Clc1cccc(-c2noc(-c3nc(-c4ccncc4)no3)n2)c1
  A: . | B: 5% | C: . | D: .
23) COCCN1CCC(N2CCN(C(=O)c3ccc(F)cc3F)CC2)C1=O (stereo unspecified)
  A: . | B: 2% | C: . | D: .
24) O=C(Cc1ccccc1F)NCCc1noc(C2CC2)n1
  A: . | B: 24% | C: . | D: .
25) CNCCN1C(=O)CC[C@H]2CN(C(=O)NCc3ccccc3)CC[C@H]21
  A: . | B: 43%[activator] | C: . | D: .
26) CN1CCCN(S(=O)(=O)c2ccc(Cl)cc2)c2ccccc21
  A: . | B: -25% | C: . | D: .
27) O=C(c1ccc2c(c1)OCCO2)N1CCC(Cn2cc(CCO)nn2)CC1
  A: . | B: 18% | C: . | D: .
28) CN1Cc2ccc(NCc3ccccc3)nc2C(C)(C(=O)Nc2ccccc2)C1 (stereo unspecified)
  A: . | B: 1%[176 µM] | C: . | D: .
29) O=C(NC1CCN(c2cc(C(F)(F)F)ncn2)CC1)c1ccc(F)cc1
  A: . | B: 15% | C: . | D: .
30) C=CC(C)(CCC=C(C)C)OC(=O)c1ccccc1 (stereo unspecified)
  A: . | B: -3%[176 µM] | C: . | D: .

Carrying on.
no. | canonical_smiles | Glioma ERSR ind | 12-LOX inh | Vif-APOBEC3G blk | RGS4 inhibitor
31 | CNc1ncc(CN(C)C(=O)c2cc(S(N)(=O)=O)ccc2F)cn1 | . | 70%[activator] | . | .
32 | COc1cccc(-c2cc(C3CCN(C(=O)Nc4ccccc4F)CC3)[nH]n2)c1 | . | 10% | . | .
33 | COc1ccc(N2CC(c3noc(-c4ccc(OC)cc4OC)n3)CC2=O)cc1 (stereo unspecified) | . | 17% | . | .
34 | O=C(C1CCN(C(=O)N2CC3CC(C2)[C@H]2CCCC(=O)N2C3)CC1)N1CCN(C2CCCCC2)CC1 (stereo partly specified) | . | 47%[activator] | . | .
35 | CCn1ncc(N2CCC(NC(=O)c3cc(C)ccc3C)CC2)cc1=O | . | 2% | . | .
36 | O=C1CCCN1Cc1nc(-c2ccc(F)c(Cl)c2)no1 | . | 64%[activator] | . | .
37 | COc1ccc(CCNC(=O)c2nnn3cc(-c4ccccc4)[nH]c(=O)c23)cc1OC | . | -16% | . | .
38 | O=C(c1ccc(Cl)cc1)N1CC2(CCN(C3CCCCC3)C2)Cc2ccccc21 (stereo unspecified) | . | -1%[6.33 µM] | . | .
39 | CN1c2ccccc2[C@@]2(CCN=C2N2CCOC2=O)[C@H]1c1cn(C)c2ccccc12 | . | ? | . | .
40 | CN(C)c1ccc(CC(=O)N2CC[C@@](C)(O)[C@@H](O)C2)cc1 | . | 3% | . | .
41 | Cc1ccccc1C(=O)N1CCn2c(nn(-c3ccc([N+](=O)[O-])cc3)c2=O)C1 | . | -13% | . | .
42 | O=C(Cc1cccs1)N1CCC(Nc2cccnc2)C1 (stereo unspecified) | . | 41%[activator] | . | .
43 | NCCCC(=O)N1CCC2(CC1)CN([S+](=O)([O-])c1ccccc1)CCO2 | . | ? | . | .
44 | COc1ccc(-c2ncc3c(n2)OCCN(Cc2ccccc2)C3=O)cc1 | . | -2%[176 µM] | . | .
45 | Cc1ccc(N2C(=O)N[C@@H]3CCN(C(=O)c4ccc(C(F)(F)F)cc4)[C@@H]3C2=O)cc1 | . | 76%[activator][176 µM] | . | .
46 | CCC[C@H]1[C@H](N(C)Cc2ccccc2)CC[C@@]23CCCN2C(=O)CCC[C@@H]13 | . | 8% | . | .
47 | O=[S+]([O-])(c1ccccc1)N1CC2(COCCN(Cc3ccsc3)C2)C1 | . | 33%[activator][176 µM] | . | .
48 | CC1=C[C@@H](CNC(=O)CC(C)(C)C)[C@H](C(C)C)C[C@H]1CC(=O)NC1CCCC1 | . | ? | . | .
49 | Cc1nn(-c2ccccc2)nc1C(=O)Nc1ccccc1C(=O)NCC1CC1 | . | -3% | . | .
50 | O=C(c1cccc(Cl)c1)N1CCN(C2CCN(CCc3ccccc3)C2=O)CC1 (stereo unspecified) | . | 58% | . | .
51 | CCCCC(=O)N1CCC(N(Cc2ccccc2)C2CCOCC2)CC1 | . | 5% | . | .
52 | C1C2CC3C1C3C2=NN=C1C2CC3C(C2)C13 | . | -28% | . | .
53 | COc1ccc(CNC(=O)C[C@@H]2C[C@@H](C(C)C)[C@H](CC#N)C=C2C)cc1 | . | 13%[176 µM] | . | .
54 | CCNC(=O)c1cccnc1OC1CCN(C(=O)c2ccnn2C)C1 (stereo unspecified) | . | 8% | . | .
55 | COc1cccc(N2CCN(C(=O)C3CC(=O)N(c4n[nH]c5cccc(F)c45)C3)CC2)c1 (stereo unspecified) | . | 8% | . | .
56 | COc1ccc(CNC(=O)C2CC(=O)N(c3n[nH]c4cccc(F)c34)C2)cc1OC (stereo unspecified) | . | 6% | . | .
57 | O=C([C@@H]1C[C@H](Oc2ccccc2)CN1C(=O)CN1CCCCCC1)N1CCCC1 | . | 4% | . | .
58 | COc1cccc(C2Cn3nnc(-c4nc(-c5ccccc5Br)no4)c3CO2)c1 (stereo unspecified) | . | 15% | . | .
59 | O=C(CC[C@@H]1CNC(=O)[C@@H]2C[C@H](NC(=O)c3cccc(F)c3)CN12)NCc1ccc(F)cc1 | . | ? | . | .
60 | Cc1[nH]c2ccccc2c1CC(=O)Nc1ccc(Nc2cccnc2)c(-c2ccc(-c3ccccc3)cc2F)c1 | . | 2% | . | .
61 | COc1cccc(-c2cc(C(=O)NCc3cccnc3)c3c(c2)N(C)CCO3)c1OC | . | 13%[176 µM] | . | .
62 | COc1ccc(CN2CCC3(CC2)C(=NC2CCCCC2)NC(=O)N3c2cccnc2)cc1 | . | 10%[6.33 µM] | . | .
63 | CC(C)N1C[C@@H](C(=O)O)C[C@H](C(=O)Nc2ccc(F)cc2)C1 | . | 14% | . | .
64 | O=C1CCN(Cc2ccc(O)cc2)CCCC(c2nc(-c3cccnc3)no2)CCN1 (stereo unspecified) | . | 31%[activator] | . | .
65 | COc1ccccc1-c1cc(C(=O)NCCc2ccc(Cl)cc2)nn2cccc12 | . | ? | . | .
66 | Cc1cccc(NC(=O)Cn2c(-c3cnccn3)nc(C)c(C)c2=O)c1 | . | 44%[activator] | . | .

Compound profiles, as listed above. Order of screens: Glioma ERSR ind | 12-LOX inh | Vif-APOBEC3G blk | RGS4 inhibitor
COc1ccc(CNC(=O)C[C@@H]2C[C@@H](C(C)C)[C@H](CC#N)C=C2C)cc1 is entered as . | 13%[176 µM] | . | .
O=C(c1n[nH]c(=O)c2ccccc12)N1CCCC1c1nc(CCOc2ccc(F)cc2)no1 (stereo unspecified) is entered as . | 18% | . | .

Additional structures
no. | canonical_smiles | Glioma ERSR ind | 12-LOX inh | Vif-APOBEC3G blk | RGS4 inhibitor
67 | COc1ccc(-n2c(=O)c3c(n2Cc2ccccc2)CN(C(=O)c2cccc(O)c2)CC3)cc1 | . | 7% | . | .
68 | COc1ccc(N2CCN(C(=O)c3ccc4c(c3)C(O)CCCCCN4C)CC2)cc1 (stereo unspecified) | . | -8% | . | .
69 | COc1cc(CNCCc2ccc(F)cc2)ccc1OCC(O)CN1CCSCC1 (stereo unspecified) | . | -21% | . | .
70 | O=C(Cc1c[nH]c2ncc(-c3ccccc3)cc12)NC1CCOCC1 | . | 25%[176 µM] | . | .
71 | CC(C(=O)NCc1ccc(N2CCOCC2)cc1)C1CCOCC1 (stereo unspecified) | . | 50%[activator] | . | .
72 | COC(=O)CN1CC(=O)c2ccccc2S1(=O)=O | -3% | . | 1% | -49%
73 | CCC1C(=O)CC2CCN3C(=O)CCC1C23 (stereo unspecified) | -3% | . | -4% | -3%

Values by screen from the entries so far:
12-LOX inh for nos. 53 to 63 → 13%[176 µM], 8%, 8%, 6%, 4%, 15%, ?, 2%, 13%[176 µM], 10%[6.33 µM], 14%

These rows are one share of the data; the hit share may differ from the screen's.
